Assay outcomes from PubChem BioAssay.
human PMI inhibitors: human PMI inhibitors, high substrate, primary screen, biochemical, fluorescence intensity, high mannose 6-phosphate (AID 1220); recombinant PMI enzyme, coupled fluorescence intensity; higher % means a stronger effect; inhibition, % at 20 µM, or IC50 in µM where a hit was titrated; actives 0.66% (n = 190,000)
KOR beta-arrestin-1: kappa opioid receptor blockers – cell-based, luminescence, uHTS (AID 1778); KOR beta-arrestin recruitment, luminescence, antagonist mode; higher % means a stronger effect; one-dose inhibition, % at 10 µM; IC50 in µM for titrated hits; actives 0.091% (n = 290,000); also: strong numbers were not always called active
XIAP displacement: XIAP antagonists, biochemical, IAP family, fluorescence polarization (AID 1018); XIAP BIR domain, fluorescence polarization peptide displacement; higher % means a stronger effect; displacement, % at 20 µM; hits with a dose series show IC50 in µM; actives 0.007% (n = 200,000); in the data active = displacement above about 50%; also: a part of the inactive calls stands beside numbers as strong as those of hits
human PMI inhibition: inhibitors of human PMI, primary screen, biochemical, fluorescence intensity, coupled assay (AID 1209) | one-dose inhibition, % at 20 µM; IC50 in µM for titrated hits | actives 0.42% (n = 190,000) | purified PMI enzyme, coupled fluorescence intensity; higher % means a stronger effect;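 also: plate controls were DMSO vehicle for no effect and wells lacking substrate for full effect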
KOR beta-arrestin-2: kappa opioid receptor activators – cell-based, luminescence, uHTS, primary screen (AID 1777) | KOR beta-arrestin recruitment, luminescence; higher % means a stronger effect | activation, % at 10 µM; hits with a dose series show EC50 in µM | actives 0.02% (n = 280,000); in the data active = activation above about 50%, passing the limit was not always enough; also: a part of the inactive calls stands beside numbers as strong as those of hits
HEK293 NOD2/NF-kB: inhibition of NOD2-driven NF-kB reporter – cell-based, luminescence, uHTS, HEK293 (AID 1566); HEK293 NOD2/NF-kB luciferase reporter, luminescence; higher % means a stronger effect; one-dose inhibition, % at 4 µM; EC50 in µM for titrated hits; actives 0.63% (n = 290,000); also: many of its hits are not listed in these tables
NOD1 NF-kB reporter: NOD1 signaling inhibitors, primary screen, cell-based, luminescence, uHTS (AID 1578) | NOD1-driven NF-kB luciferase reporter cells, luminescence; higher % means a stronger effect | inhibition, % at 4 µM; hits with a dose series show EC50 in µM | actives 1% (n = 290,000); in the data active = inhibition mostly above about 36%, no sharp cut-off; inactive = mostly below about 34%;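 also: HEK-293T reporter cells stimulated with the NOD1 agonist gamma-tri-DAP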
TNAP activation fold: human TNAP enzyme activators, primary screen, biochemical, luminescent, no phosphate acceptor, uHTS (AID 1001); one-dose activation fold at 20 µM; EC50 in µM for titrated hits; actives 0.03% (n = 200,000); purified TNAP, luminescent activation assay, no phosphate acceptor; higher activation fold means a stronger effect; in the data active = activation fold from about 3, or a potency from the dose series; inactive = the rest, 99 in 100 with activation fold below about 1.6; also: many of its hits are not listed in these tables
LYP inhibition: inhibitors of LYP phosphatase, biochemical, fluorescence intensity, uHTS (AID 1779) | inhibition, % at 11.5 µM, or IC50 in µM where a hit was titrated | actives 0.054% (n = 290,000) | recombinant LYP phosphatase, fluorescence intensity; higher % means a stronger effect;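 also: plate controls were vehicle with enzyme for no effect and no enzyme for full effect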
An asterisk follows results filed as active; . = not tested or not shown; [ ] = remark or other dose. Rule as the data show it, unless noted: active = inhibition above about 50%; inactive = the rest.

SMILES	KOR beta-arrestin-1	TNAP activation fold	NOD1 NF-kB reporter	HEK293 NOD2/NF-kB	KOR beta-arrestin-2	XIAP displacement	human PMI inhibition	LYP inhibition	human PMI inhibitors
CCCCSc1nc2[nH]ncc2c(=O)[nH]1	40%	1.1	-11%	18%	2.3%	1.0%	-2%	-7%	-4%
Cn1cnc2c(=O)[nH]cc([N+](=O)[O-])c21	6%	1.1	-16%	15%	-3.7%	-3.5%	8%	-8%	45%
CCOC(=O)N1CCC(NC(=O)CS(=O)(=O)Cc2nc(-c3ccccc3Cl)oc2C)CC1	-47%	.	-15%	19%	-2.1%	.	.	-10%	.
COc1ccccc1CN(C(=O)CNC(=O)c1ccco1)C(C(=O)NCC1CCCO1)c1ccc(OC)c(OC)c1 (stereo not given)	-34%	.	6%	-13%	-0.5%	.	.	-12%	.
CC(=O)NC(C)C12CC3CC(CC(CC(=O)O)(C3)C1)C2 (stereo not given)	0%	1.1	-14%	-4%	-0.6%	-7.1%	3%	-6%	9%
CC(C)=CC(=O)NCCc1ccccc1	-28%	1.1	-20%	-29%	7.9%	-13%	17%	-4%	6%
COc1ccc(S(=O)(=O)N2CCC(c3cc(-c4cccc5ccccc45)n[nH]3)CC2)cc1	-25%	1	9%	-3%	0.8%	-1.4%	5%	2%	-5%
CCOC(=O)c1sc(C)c2c1NC(C)(c1cccs1)NC2=O (stereo not given)	-14%	1	16%	-30%	1.3%	-5.2%	16%	2%	17%
COc1ccccc1NS(=O)(=O)c1ccccc1C#N	-25%	1.1	1%	4%	0.5%	-4.4%	-2%	0%	-4%
COc1cccc(C(=O)N2CCCC(Nc3ccc(C)c(C)c3)C2)c1 (stereo not given)	10%	.	-7%	12%	-2.0%	.	.	-5%	.
N#CC1=C(N)OC2=C(C(=O)CCC2)C1c1ccccc1 (stereo not given)	5%	0.9	-8%	2%	0.4%	-0.7%	0%	3%	7%
CCN(CC)C(=O)CSc1nnc2nnc3cc(C)ccc3n12	9%	.	-5%	-8%	4.1%	.	.	-4%	.
CCN(NC(=O)C(O)(c1ccccc1)c1ccccc1)C(=O)c1ccccc1	28%	1.2	-7%	1%	-0.3%	-8.2%	3%	-4%	-2%
Cc1ccc(-c2cc(C(=O)NCc3ccccn3)c3ccccc3n2)cc1C	-17%	1	-25%	-35%	-0.1%	0.7%	12%	-5%	12%
O=C(c1ccoc1)N1CCC(CO)(CCc2ccccc2)CC1	7%	1.1	-26%	-16%	-1.0%	-3.7%	11%	-8%	8%
Cc1c(CC(=O)NCC(=O)O)c(=O)oc2cc3c(cc12)CCC(C)(C)O3	16%	.	-19%	-4%	-1.5%	.	.	-10%	.
CN(C)S(=O)(=O)N1CCCC(C(=O)c2ccc(-c3ccccc3)c(F)c2)C1 (stereo not given)	-8%	1	18%	14%	-0.9%	-4.6%	11%	-8%	5%
CCOc1ccc(-n2nnc3c(=O)n(CC(=O)N4CCCc5ccccc54)cnc32)cc1	6%	1.1	-21%	11%	-2.8%	-6.3%	5%	0%	4%
O=C(Cn1cnc2c(cnn2-c2ccc(Cl)cc2)c1=O)N1CCN(c2ccccc2)CC1	-59%	1.1	-15%	9%	3.5%	-2.7%	-12%	3%	-13%
Fc1ccccc1CNCC1CCCO1 (stereo not given)	-24%[20 µM]	.	0%	2%	6.1%	.	.	-7%	.
CCn1c(=O)cc(SCC(=O)NCc2ccco2)c2ccccc21	-12%	1	-3%	-50%	-0.7%	-0.8%	-4%	-9%	-4%
NC(=O)N/N=C/C=C/c1ccccc1	1%[20 µM]	1.1	-30%	-2%	-4.5%	-20%	-5%	6%	-2%
CC(C)(C)C(=O)COC(=O)CCc1nc2ccccc2[nH]c1=O	-36%[20 µM]	1	2%	-1%	-1.4%	-13%	-2%	-8%	6%
CCOc1ccc(CNC(=O)C2CCN(S(=O)(=O)c3ccc4c(c3)CCCC(=O)N4)CC2)cc1	-28%	.	14%	2%	-1.5%	.	.	-11%	.
Cc1cc(NC(=O)CSc2nc3cc(C(=O)NCCCOC(C)C)ccc3c(=O)n2Cc2ccco2)no1	-35%	1.1	-22%	14%	0.7%	-7.7%	13%	-10%	21%
Cc1cc(C(=O)N2CCN(c3cc(Cl)ccc3C)CC2)on1	14%[20 µM]	.	-9%	14%	-1.7%	.	.	-4%	.
COc1ccc(S(=O)(=O)Cc2ccc(C(=O)N3CCCC3)o2)cc1	-23%	1	-2%	-15%	21%	-3.1%	-16%	0%	-12%
O=C(O)C(CO)(c1ccccc1)c1ccccc1	-12%[20 µM]	.	-7%	-12%	1.4%	.	.	-6%	.
Nc1cc(N2CCOCC2)c(Cl)cc1[N+](=O)[O-]	-3%	1	-11%	-2%	-12%	-6.0%	9%	-4%	17%
O=C(Nc1ccc(C(F)(F)F)cc1)c1cc(-c2cccnc2)nc2ccc(Br)cc12	-6%	1	14%	2%	-0.9%	-3.2%	-1%	2%	-3%
Cc1cc(C)c(C(=O)COC(=O)c2cccnc2Cl)c(C)c1	5%	1.2	-4%	8%	-2.3%	-3.5%	-1%	-9%	-2%
COc1ccc(N=C2C(=Nc3ccc(OC)cc3)N(c3ccc(N(C)C)cc3)C(=S)N2c2ccc(OC)cc2)cc1	-17%	0.8	-92%	-175%	-1.8%	-1.2%	10%	5%	5%
NC(=O)CSc1nnc(NC(=O)c2ccc(S(=O)(=O)N3CCOCC3)cc2)s1	0%	.	1%	7%	-2.1%	.	.	-4%	.
CCSc1nc2c(c(=O)[nH]1)C(c1cccnc1)C(C(=O)OC(C)C)=C(C)N2 (stereo not given)	-13%	1.1	-21%	8%	6.8%	0.1%	-17%	-5%	-4%
Cc1ccc(OCCCC(=O)Nc2ccc(N3CCOCC3)cc2)c(C)c1	24%	1.1	-16%	-11%	-1.7%	-7.7%	4%	1%	1%
CN(CCc1cnn(C)c1)Cc1cn[nH]c1-c1ccc(-c2ccccc2)cc1	-36%[20 µM]	1.1	-26%	-20%	.	-0.9%	-1%	-2%	-6%
CCn1c(C(C)NC(=O)c2ccc(OC)c(OC)c2)nc2ccccc21 (stereo not given)	6%	1.1	2%	14%	-0.4%	-4.7%	-4%	2%	-5%
Cc1ccc(CCNC(=O)C2CCC(=O)N2C(C)C)cc1 (stereo not given)	15%	1.1	.	-9%	2.6%	-3.9%	7%	-7%	2%
COc1ccccc1CN1CC(C(=O)NCc2cc(F)cc(C(F)(F)F)c2)CCC1=O (stereo not given)	-19%	.	-4%	19%	-3.6%	.	.	-7%	.
COc1cc(CCC(=O)OCC(=O)NCC2CCCCC2)cc(OC)c1OC	26%	1.2	-3%	-13%	-1.0%	-6.4%	-14%	-3%	-7%
COc1ccc(NC(=O)c2cccc(NC3=NC4CS(=O)(=O)CC4S3)c2)cc1Cl (stereo not given)	17%[20 µM]	.	12%	19%	-5.1%	.	.	-15%	.
Cc1nn(C)c(C)c1NC(=O)Nc1ccc(Cl)c(Cl)c1	3%	1.2	-20%	-10%	-0.2%	-14%	8%	-5%	4%
CCC(=O)NC(=S)N1CCN(c2ccc([N+](=O)[O-])cc2Cl)CC1	-26%	1	-5%	-14%	2.0%	-3.0%	0%	0%	-3%
C/C(CC(=O)Nc1ccccn1)=N\NC(=O)c1ccc(C)cc1	24%	1	-28%	9%	-3.4%	-4.4%	9%	2%	2%
CCOC(=O)c1c(C)oc2cc(Br)c(O)c(Br)c12	-29%	1.1	-22%	-35%	-3.6%	-0.8%	12%	1%	9%
Cc1cccc(NC(=S)NNC(=O)CCn2cc(C)cn2)c1	-10%	1.1	22%	5%	1.7%	-5.6%	10%	-8%	11%
CC(C)OC(=O)c1ccc(N)cc1	-11%[20 µM]	1.1	-20%	6%	.	0.7%	-4%	-3%	-6%
COc1ccc2[nH]cc(C(=O)CN3CCC(C)CC3)c2c1	9%	1.1	-26%	-18%	-1.7%	-4.8%	1%	1%	2%

Retrieved by structure from above (4):
SMILES	KOR beta-arrestin-1	TNAP activation fold	NOD1 NF-kB reporter	HEK293 NOD2/NF-kB	KOR beta-arrestin-2	XIAP displacement	human PMI inhibition	LYP inhibition	human PMI inhibitors
COc1ccc(NC(=O)c2cccc(NC3=NC4CS(=O)(=O)CC4S3)c2)cc1Cl (stereo not given)	17%[20 µM]	.	12%	19%	-5.1%	.	.	-15%	.
Cc1nn(C)c(C)c1NC(=O)Nc1ccc(Cl)c(Cl)c1	3%	1.2	-20%	-10%	-0.2%	-14%	8%	-5%	4%
Cc1cccc(NC(=S)NNC(=O)CCn2cc(C)cn2)c1	-10%	1.1	22%	5%	1.7%	-5.6%	10%	-8%	11%
C/C(CC(=O)Nc1ccccn1)=N\NC(=O)c1ccc(C)cc1	24%	1	-28%	9%	-3.4%	-4.4%	9%	2%	2%

(list continues)
SMILES	KOR beta-arrestin-1	TNAP activation fold	NOD1 NF-kB reporter	HEK293 NOD2/NF-kB	KOR beta-arrestin-2	XIAP displacement	human PMI inhibition	LYP inhibition	human PMI inhibitors
Cc1ccc(N(CC(=O)NC2CCCCC2C)S(=O)(=O)c2c(C)noc2C)cc1 (stereo not given)	16%	.	14%	-4%	-5.9%	.	.	-5%	.
O=S(=O)(Cc1ccccc1)Nc1cccc(F)c1	12%	.	-17%	4%	-2.9%	.	.	-9%	.
CCOC(=O)C1=C(C)NC(C)=C(C(=O)OCC)C1C(=O)OC1CCOC1=O (stereo not given)	23%	1.1	.	20%	0.1%	1.2%	14%	1%	8%
CN(CC1CCCO1)S(=O)(=O)c1ccc(C(=O)Nc2ccccc2F)cc1 (stereo not given)	-32%	.	-10%	8%	17%	.	.	-6%	.
COC(=O)CC1C(=O)NCCN1C(=O)Nc1ccccc1 (stereo not given)	-28%	1.1	-18%	-6%	1.2%	-0.1%	-1%	-3%	2%
CC(=O)COc1coc(CN2CCN(c3ccc(F)cc3)CC2)cc1=O	-2%	.	-13%	10%	2.0%	.	.	-9%	.
CCOC(=O)C(C)(C)Sc1nc2c(cnn2-c2ccc(Cl)cc2)c(=O)[nH]1	-8%	1	37%	15%	2.4%	-1.9%	8%	2%	4%
CC(=O)N1CCc2cc(S(=O)(=O)CCC(=O)Nc3ccc4c(c3)OCCO4)ccc21	-24%	1.1	6%	13%	8.1%	-0.4%	-6%	3%	-7%
O=C(CSc1nnc(CNC(=O)c2c(F)cccc2F)o1)NCc1ccc(F)cc1	42%	.	30%	-26%	-3.0%	.	.	-6%	.
O=c1[nH]c(CSc2nnc(-c3cccnc3)n2C2CCCCC2)nc2ccccc12	6%	1.1	-7%	-3%	1.9%	1.6%	0%	-7%	-7%
Cc1noc(C)c1C(=O)N1CCN(c2ncccn2)CC1	21%	1.1	-10%	6%	-3.7%	-4.6%	8%	-3%	1%
CCOc1ccc(CCNc2nc3ccccc3n3c(C)nnc23)cc1OCC	-21%	.	9%	26%	-6.7%	.	.	-5%	.
COc1ccccc1CN(C)CC(=O)Nc1ccccc1-c1ccccc1	-10%	1.1	3%	-10%	-2.0%	-0.2%	7%	-7%	0%
Cc1ccc(Nc2nnc(SC(C)C(=O)Nc3c(C)n(C)n(-c4ccccc4)c3=O)s2)cc1 (stereo not given)	16%	1.1	-22%	10%	-1.6%	-4.3%	5%	-8%	3%

Only part of the results is shown; rates above refer to the full screens.
